CF NFkB block – blocks PAF-induced NF-kB reporter in cystic fibrosis cells | 360,000 tested, 0.86% active | inhibition, % at 5 µM | KKLEB NF-kB-GFP reporter, GFP fluorescence overnight;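 active means at least 50% inhibition at 5 µM, scaled per plate between neutral and stimulator controls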;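 further: PAF is a Pseudomonas aeruginosa culture filtrate used as stimulus; plate controls were PAF-stimulated DMSO wells for no effect and unstimulated DMSO wells for full effect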
C8 TRAIL sens – caspase-8 TRAIL sensitization; NB7+C8 cells + TRAIL, ATPlite viability luminescence; inhibition (viability loss, TRAIL sensitization), % at 10 µM; 360,000 tested, 1% active;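 active means compounds causing at least 50% loss of cell viability in the single-dose screen, relative to plate controls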
HIF-2a inh – HIF-2a inhibition. 786-0 RCC cells HIF-2a reporter, luciferase luminescence, overnight. inhibition, % at 18.8 µM. 360,000 tested, 0.72% active;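 active means inhibition of the luminescence signal of 40% or more relative to plate controls, in a single-dose primary screen at 18.75 µM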
EBV LMP1 NFkB – inhibitors of Epstein-Barr LMP1-induced NF-kappaB reporter; inhibition, % at 12.5 µM; 350,000 tested, 0.69% active; LMP1-induced NF-kappaB luciferase reporter cells, luminescence; in the data active means inhibition above about 41%;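 further: 0% = neutral control wells and 100% = reference inhibitor control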
NR2E3 ag-1 – agonists of human nuclear receptor NR2E3; Q9Y5X4; GST-NR2E3/biotin-RetCOR TR-FRET, 1536-well; inhibition of corepressor binding, % at 4.78 µM; 320,000 tested, 0.12% active; AID 2300;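 active means percent inhibition above the cutoff of mean plus 3 SD of all tested compounds, set per screening campaign, cut at about 20% in these data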;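 further: 0% = DMSO wells and 100% = biotin wells as full block of FRET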
Target sequence (Q9Y5X4 whole entry, looked up): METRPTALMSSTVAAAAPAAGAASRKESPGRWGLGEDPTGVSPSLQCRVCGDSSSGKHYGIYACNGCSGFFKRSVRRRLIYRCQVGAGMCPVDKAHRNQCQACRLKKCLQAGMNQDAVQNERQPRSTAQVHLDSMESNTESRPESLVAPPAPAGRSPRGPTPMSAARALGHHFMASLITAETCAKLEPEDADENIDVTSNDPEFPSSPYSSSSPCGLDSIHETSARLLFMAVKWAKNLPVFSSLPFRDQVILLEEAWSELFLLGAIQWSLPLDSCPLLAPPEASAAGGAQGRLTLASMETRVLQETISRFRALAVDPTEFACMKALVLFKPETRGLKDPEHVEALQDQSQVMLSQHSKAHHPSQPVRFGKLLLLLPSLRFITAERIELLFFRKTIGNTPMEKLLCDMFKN
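System: GST-NR2E3 and biotin-RetCOR proteins; probe or stimulus: 7 nM biotin-RetCOR; doses: compound at 4.8 µM, single dose; schedule: Compound–protein incubation for 5 h at 4 °C; detection: time-resolved FRET; read-out: percent inhibition; controls: biotin wells as high control, 0.6% DMSO wells as low control; format: 1536-well plates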
Shn3 3UTR inh – inhibitors of Schnurri-3 3'UTR reporter in osteoblasts | Clone20 osteoblast Shn3 3'UTR firefly luciferase, 24 h | inhibition, % at 12.5 µM | 360,000 tested, 0.52% active | AID 588674;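 active means mean inhibition of at least 75% with every replicate also reaching 75%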;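 further: 0% = median of neutral control wells and 100% = pilot-screen positive control compound; some compounds past the cut are filed as inactive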
KKLEB tox – reduces viability of KKLEB cystic fibrosis airway cells; AID 602141; 360,000 tested, 0.36% active; activity change (cytotoxicity), % at 5 µM; KKLEB CF airway cells viability, ATPlite luminescence, overnight; stronger effect = lower value; cells stimulated with P. aeruginosa culture filtrate;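 active means corrected activity change at or below -50% at 5 µM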
NR2E3 ag-2 – human photoreceptor-specific nuclear receptor agonism | CHO-S Gal4-NCOR/VP16-NR2E3 two-hybrid, luciferase | inhibition of corepressor binding, % at 3.98 µM | 360,000 tested, 0.35% active | AID 602229;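 active means inhibition above the mean of all tested compounds plus 3 SD, cut at about 70% in these data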;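 further: 0% = DMSO with NR2E3 transfected cells and 100% = cells lacking NR2E3 construct; higher means lower luciferase signal from less NR2E3 corepressor binding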
iPSC survival up – hiPSC single-cell survival enhancement | ATPlite luminescence; 100% = ROCK inhibitor wells, 0% = DMSO | survival enhancement, % at 20 µM | 360,000 tested, 0.044% active; in the data active means survival enhancement above about 18%;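 further: cells exposed to compounds for 16 hours before the ATP read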
Peg3 promoter – inhibitors of Peg3 promoter; HeLa PEG-Prom luciferase reporter, luminescence, overnight; inhibition, % at 20 µM; 360,000 tested, 1.7% active;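 active means inhibition of at least 50% at 20 µM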
TRPM1 prom inh – MITF TRPM1 promoter inhibition in SK-MEL-5 cells | AID 488899 | SK-MEL-5 TRPM1 promoter luciferase, 24 h | 330,000 tested, 0.83% active | inhibition, % at 12.5 µM;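 active means mean inhibition across replicates of 60% or more, whatever share of single replicates reaches that level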; further: values of inactives mirror those of a sister screen read the other way
* hit, by the source's call; nt = no result given. Not all compounds are listed, so the mix of outcomes need not match the whole.

Start of the data: the first two entries as a preview:
SMILES	CF NFkB block	C8 TRAIL sens	HIF-2a inh	EBV LMP1 NFkB	NR2E3 ag-1	Shn3 3UTR inh	KKLEB tox	NR2E3 ag-2	iPSC survival up	Peg3 promoter	TRPM1 prom inh
CC1CN(C(C)C)C(=S)NC1=O (configuration not stated)	19.6	8.2	12.8	-3.8	nt	0.1	-13.5	2.6	3.5	8.3	-1.2
COC(=O)C(C(=O)Nc1ccccc1C)C1CCCC1 (configuration not stated)	-8.4	9.0	4.9	-5.1	4.0	-28.6	-5.1	-4.7	-0.2	13.3	-3.3

This part in full, from the start:
SMILES	CF NFkB block	C8 TRAIL sens	HIF-2a inh	EBV LMP1 NFkB	NR2E3 ag-1	Shn3 3UTR inh	KKLEB tox	NR2E3 ag-2	iPSC survival up	Peg3 promoter	TRPM1 prom inh
CC1CN(C(C)C)C(=S)NC1=O (configuration not stated)	19.6	8.2	12.8	-3.8	nt	0.1	-13.5	2.6	3.5	8.3	-1.2
COC(=O)C(C(=O)Nc1ccccc1C)C1CCCC1 (configuration not stated)	-8.4	9.0	4.9	-5.1	4.0	-28.6	-5.1	-4.7	-0.2	13.3	-3.3
CC1CC(C)CN(C(=O)C2CCC(CNc3c(N4CCCCC4)c(=O)c3=O)CC2)C1 (configuration not stated)	1.9	15.4	19.7	-2.0	1.4	3.6	5.0	-4.2	-0.2	16.6	2.2
CC(C)(C)OC(=O)[C@H](Cc1ccccc1)NC(=O)c1[nH]cnc1C(=O)N[C@@H](Cc1ccccc1)C(=O)OCc1ccccc1	23.4	25.7	8.5	-4.8	3.2	15.7	0.4	-4.4	1.9	-65.8	-1.4
O=C(COC(=O)/C=C/c1c(F)cccc1Cl)NCC1CCCO1 (configuration not stated)	10.3	-7.0	-0.3	1.7	nt	-11.9	-18.0	2.5	-0.4	-1.0	9.7
CSc1ccccc1C(=O)NC1CCSc2ccccc21 (configuration not stated)	-1.8	-1.2	-5.2	-0.1	2.0	8.1	-8.4	-32.9	-0.3	0.8	-15.1
Cc1ccc(C)c(N2CCN(S(=O)(=O)c3ccc4c(c3)OCCO4)CC2)c1	4.3	0.1	10.6	3.2	1.7	-3.3	5.9	9.1	8.2	7.1	-6.4
CCN(c1ccc(OC)cc1)S(=O)(=O)N1CCCC(C(=O)NCc2ccc(OC(C)C)cc2)C1 (configuration not stated)	-17.2	-8.2	1.9	-3.3	nt	4.1	-0.3	18.4	2.8	26.2	nt
CC(=O)Nc1ccc(-c2nnc(SCC(=O)NCc3ccco3)n2C)cc1	1.4	8.3	4.4	9.3	2.2	9.3	2.2	3.2	6.1	1.0	9.5
CC(C)NC(=O)c1cc(-c2ccco2)on1	11.3	2.6	-113.9	-17.1	0.0	-41.6	-1.2	-29.8	0.0	-128.4	-9.8
CC1(C)Cc2c(C#N)c(SCCC#N)nc(N3CCOCC3)c2CO1	5.4	11.3	23.3	-1.9	nt	20.5	-7.8	-17.3	0.8	28.2	6.8
Cc1ccc(CNS(=O)(=O)c2ccc3c(c2)C(C)(C)C(=O)N3C)cc1	12.3	4.6	-0.9	-4.0	1.3	-0.9	-5.9	-23.3	2.3	-4.0	1.4
O=C(COC(=O)c1oc2ccccc2c1COc1ccccc1)NCCN1C(=O)CSC1=O	-6.4	1.5	5.6	1.1	2.1	-7.0	8.6	4.6	-1.7	-0.1	-5.3
CCOC(=O)C1=NOC2C3CC(C12)C1C(=O)N(CCc2ccc(OC)c(OC)c2)C(=O)C31 (configuration not stated)	-12.0	-1.2	18.8	-8.8	-3.0	11.4	3.6	-21.6	-0.7	-1.9	-6.5
O=C(O)c1ccccc1N=Nc1ccc(O)cc1	18.2	-8.7	-1.3	-4.2	-0.7	14.3	23.6	-35.6	0.6	11.7	-0.4
O=C(Cn1cc(SCc2ccc(F)cc2)c2ccccc21)N1CCOCC1	-28.5	-4.7	-130.7	-16.0	0.5	17.7	3.6	-57.3	0.5	-102.0	-2.4
CC(C)CC(=O)NC(=S)Nc1ccc(N2CCN(C(=O)c3cccs3)CC2)cc1	11.9	30.2	19.1	12.6	-0.2	83.7	7.7	64.9	-0.7	16.0	17.0
COc1ccc(C(=O)Nc2ccc(NC(=O)c3ccccc3)cc2)cc1S(=O)(=O)N1CCOCC1	12.8	-2.8	-4.3	-32.4	-1.0	10.2	-17.8	-28.9	1.3	17.2	nt
CN(C)S(=O)(=O)c1ccc(Cl)c(NC(=O)C2CCN(S(=O)(=O)c3cccs3)CC2)c1	22.8	8.6	6.2	7.8	0.5	8.1	-7.9	21.1	-2.9	13.8	0.1
O=C(Nc1cc(Cl)ccc1N1CCOCC1)c1cc2ccccc2o1	22.6	12.9	6.5	12.7	4.9	25.4	-24.5	-8.4	0.4	17.2	37.6
COc1cccc(NC(=O)CNC(=O)c2ccc(OC)c(OC)c2)c1	7.4	-3.3	8.1	1.5	-0.6	-9.9	1.5	3.2	-0.4	1.9	-4.4
COc1ccc(C2=NS(=O)(=O)N(C)C(C(=O)N3CCOCC3)=C2)cc1OC	-33.5	-5.7	3.0	1.4	0.1	4.2	2.9	-19.2	0.3	8.9	-6.9
COCCn1c(C)c(C)c2c(NCCc3ccccc3)ncnc21	8.6	27.8	-1.7	4.2	nt	7.5	-10.8	52.1	-0.4	15.8	-3.5
O=C(Nc1ccccc1C(=O)N1CCOCC1)c1cc2ccccc2o1	-5.0	-10.2	12.4	-5.5	-2.1	-7.1	3.0	-53.7	0.0	12.1	12.7
CC1(C)CC(=O)CC(=Nc2ccc3[nH]c(=O)[nH]c3c2)C1	6.3	-6.4	15.6	-6.4	2.3	-9.2	-2.2	-38.4	-1.6	7.8	2.9
O=C(CCc1ccccc1)N=C1SC2CS(=O)(=O)CC2N1Cc1ccccc1 (configuration not stated)	50.2*	-0.4	2.3	8.2	0.9	-1.6	-9.1	8.1	0.1	6.7	10.0
CCn1cc(/C=C(\NC(=O)c2ccc(OC)cc2)C(=O)N2CCN(C)CC2)c2ccccc21	-6.0	30.9	12.4	7.2	nt	6.3	-4.5	-9.9	-0.2	-9.3	-8.3
CN(C)Cc1nc2c(c(=O)[nH]1)C(C)(C)Cc1ccccc1-2	1.4	-7.5	19.2	-1.8	-0.4	15.2	2.1	-13.2	-1.0	1.7	-2.2
Cc1cc(=O)oc2c3c(cc(OCC(=O)NCc4ccccn4)c12)OC(C)(C)CC3	15.9	-2.0	10.7	-5.2	1.3	4.1	-4.9	0.7	3.3	17.7	2.6
O=C(Nc1cc(C(F)(F)F)ccc1N1CCOCC1)c1c(F)c(F)c(F)c(F)c1F	-8.0	23.8	14.1	-0.2	2.9	9.8	1.6	1.9	-0.5	18.5	10.2
COc1c2ccc(C(=O)NCCCCc3ccccc3)cc2nn1C	9.4	-2.9	-0.3	-0.9	3.9	-8.8	-11.8	-50.9	-1.2	-8.1	-9.4
COc1cc(/C=C2\SC(=S)N(N3CCOCC3)C2=O)ccc1O	-31.9	11.3	-0.3	-5.3	-3.4	-14.2	-11.0	22.9	-0.4	-21.0	-11.8
CC(C)CC(=O)N1CC(=O)Nc2ccc(F)cc2C1c1ccccc1 (configuration not stated)	2.5	-15.2	19.6	2.5	-0.2	-5.3	-0.8	19.0	0.2	17.2	-14.8
CCOC(=O)COc1cccc2c(=O)n(CC(=O)NCCc3ccccc3)ccc12	6.5	-6.7	5.5	1.2	2.5	-1.4	-8.3	-23.5	1.6	7.8	nt
CCOC(=O)C1CCN(c2cc(C)nc3ccc(OC)cc23)CC1	18.5	8.3	18.9	4.9	-0.3	20.6	-5.1	-19.6	-0.3	-10.4	-9.5
CCCCn1c(N)c(N(CC(C)C)C(=O)c2ccc(N(C)S(=O)(=O)c3ccc(C)cc3)cc2)c(=O)[nH]c1=O	8.3	19.6	13.8	-5.7	-1.3	-20.5	3.7	4.0	0.3	-1.4	0.4
O=C(CSc1nnc2scc(-c3ccc(Cl)cc3)n12)NCc1ccco1	5.8	-5.9	6.1	-1.5	4.4	-1.1	-2.6	9.3	7.7	12.5	-7.3
CC(C)Cc1nnc(NS(=O)(=O)Cc2ccccc2)s1	-2.0	-7.4	16.1	-1.9	0.4	-5.7	-7.5	-14.2	-0.4	7.0	-1.7
CCc1ccccc1NC(=O)CCC(=O)N1CCSc2ccccc21	14.0	8.9	5.6	7.0	1.3	-4.9	-13.3	-19.1	3.8	5.3	-2.1
O=C(c1sc2ccccc2c1Cl)N(Cc1ccccc1)C1CCS(=O)(=O)C1 (configuration not stated)	12.9	8.4	24.9	-27.2	1.1	3.1	2.2	11.5	1.4	13.2	-9.3
C=C1CCC2[C@](C)(CO)[C@H](O)CC[C@@]2(C)[C@@H]1C/C=C1\C(=O)OC[C@H]1O (some centres not stated)	7.8	-1.8	37.1	-6.0	-0.9	-10.1	4.9	-3.3	-3.0	-24.4	17.8
O=C(Nc1nnc([C@H]2C[C@H](O)[C@@H](CO)O2)s1)c1cccc(Oc2ccccc2)c1	7.6	-6.3	-7.4	nt	nt	1.2	-7.6	6.8	-0.9	10.7	nt
CN(Cc1ccccc1)S(=O)(=O)c1ccc(N2CCCC2=O)cc1	-5.8	3.0	-3.4	2.8	2.1	16.1	2.8	-0.5	-0.5	-4.7	-9.1
CC(=O)NNc1ncnc2c1cnn2-c1ccc(C)c(C)c1	-6.7	-8.6	-70.1	6.6	7.0	-12.1	10.8	-24.6	-0.6	-40.7	-37.0
O=C1c2ccccc2NC(c2ccc(O)cc2)N1Cc1ccco1 (configuration not stated)	-6.2	4.8	-0.9	-9.6	-3.7	-6.6	5.5	0.8	-1.3	-0.8	1.1
O=C(Cn1c(C(F)(F)F)nc2ccccc21)c1ccc(Cl)cc1	15.0	-3.1	12.2	12.6	1.8	20.7	5.9	-38.0	-2.1	1.8	4.6
NNC(=O)c1n[nH]c(=O)c2ccccc12	7.6	-3.4	21.9	1.4	1.9	-0.2	-0.2	-31.1	-0.3	11.7	8.2
CN1CCN(CC(O)COc2ccc(Cl)cc2)CC1 (configuration not stated)	2.8	-6.4	14.7	0.6	-0.8	8.9	-3.0	10.8	0.7	-8.2	0.5
CCCCc1ccc(/C=C(\C#N)C(N)=S)s1	-29.2	2.6	-39.5	-8.8	nt	9.5	10.5	0.3	4.1	-5.2	-0.8
O=C(Nc1ccc(OCC(F)(F)C(F)F)c(C(F)(F)F)c1)c1ccccc1	-11.9	34.5	-123.9	-7.5	0.2	13.4	4.4	-12.8	-0.3	-46.0	-7.0
O=C(Nc1ccccc1)C1CC2CCCC(C1)C2=O (configuration not stated)	6.7	8.9	-2.8	7.1	1.7	-8.8	6.6	-9.9	2.0	4.7	3.0

Only C8 TRAIL sens, CF NFkB block and TRPM1 prom inh, for some of the entries so far:
Structure	C8 TRAIL sens	CF NFkB block	TRPM1 prom inh
O=C(Cn1c(C(F)(F)F)nc2ccccc21)c1ccc(Cl)cc1	-3.1	15.0	4.6
NNC(=O)c1n[nH]c(=O)c2ccccc12	-3.4	7.6	8.2

Bioassay records: PubChem BioAssay, several laboratories
